PNC assembly inh: blocks assembly of the perinucleolar compartment; PC3M PTB-GFP, PNC prevalence imaging, 16 h; hits give low values; activity change (PNC), negative = inhibition, % at 10 µM; 140,000 compounds, 3.1% hits; AID 2417;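 active means readout at or below -70, meaning at least 70% loss of cells showing the perinucleolar compartment, a nuclear body marking cancer cells; inconclusive means readout between -30 and a set limit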;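 further: plate controls were DMSO wells for no effect and camptothecin positive control wells for full effect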
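PC3M cells stably expressing PTB-GFP, 750–1000 cells/well, treated 16 h at 37 °C with compound (23 nl of library stock), in duplicate. After paraformaldehyde fixation and Hoechst stain, imaged at 20x; PNC prevalence scored by image analysis.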
12-hLO inh: blocks human 12-lipoxygenase activity; purified 12-hLO, xylenol orange hydroperoxide absorbance; Potency, µM (doses to about 57.1 µM), inactives show at the highest dose activity change, negative = inhibition, actives largely listed as inhibitors; 150,000 compounds, 0.12% hits; P18054; further: potency means the concentration at half of the fitted maximal effect; nearly all actives have a fitted effect of over 55% in size; many of its hits are not listed in these tables
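Purified human 12hLO (150 nM), preincubated 15 min with compound, then 40 uM arachidonic acid for 30 min, room temperature, Hepes pH 7.0 with 0.01% Triton X-100. Hydroperoxide detected by ferrous iron/xylenol orange; 573/405 nm absorbance ratio gives reaction progress.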
IMPase cell inh: IMPase inhibition in cells. inhibition (IP1 accumulation), % at 46.1 µM. AID 901. CHO-M1 cells, IP1 accumulation, HTRF TR-FRET ratio. P97697. 120,000 tested, under 10 active; active means well fitted curve in the direction sought with a large enough effect in the signal ratio, not every such curve was filed as active; inconclusive means small, poorly fitted or top-dose-only effect, or a change in a side signal; inactive means no such curve, though single readings can be large or run the other way; the % refers to the signal ratio;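 further: cells stimulated with carbachol in lithium chloride buffer; plate controls were DMSO basal wells for no effect and reference inhibitor wells for full effect; higher means more IMPase inhibition seen as more IP1 and lower FRET ratio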
Target sequence (P97697 whole entry, looked up): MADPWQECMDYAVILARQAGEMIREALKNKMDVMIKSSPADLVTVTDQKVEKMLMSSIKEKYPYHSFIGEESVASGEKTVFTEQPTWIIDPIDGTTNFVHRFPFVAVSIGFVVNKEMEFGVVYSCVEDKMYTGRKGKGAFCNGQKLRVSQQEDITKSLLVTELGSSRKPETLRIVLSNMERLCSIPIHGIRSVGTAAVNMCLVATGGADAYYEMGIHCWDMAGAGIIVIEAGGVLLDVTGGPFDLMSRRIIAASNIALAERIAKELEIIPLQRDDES
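Measured: the HTRF emission ratio (665/620 nm) plus the 620 nm donor channel, each fitted to the Hill equation to give AC50. Cells were CHO-M1 given compounds up to 46 uM and a 30 min carbachol stimulation at 37C.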
ALOX15B inhib: inhibitors of human 15-lipoxygenase 2 (ALOX15B) | O15296 | purified 15hLO-2, xylenol orange hydroperoxide absorbance | Potency, µM (series often up to 57.1 µM), without a hit: at the top dose activity change, negative = inhibition, most hits filed as inhibitors | 110,000 compounds, 0.56% hits; further: potency means the concentration at half of the fitted maximal effect; nearly all actives have a fitted effect of over 60% in size; many of its hits are not listed in these tables
Target sequence (O15296 whole entry, looked up): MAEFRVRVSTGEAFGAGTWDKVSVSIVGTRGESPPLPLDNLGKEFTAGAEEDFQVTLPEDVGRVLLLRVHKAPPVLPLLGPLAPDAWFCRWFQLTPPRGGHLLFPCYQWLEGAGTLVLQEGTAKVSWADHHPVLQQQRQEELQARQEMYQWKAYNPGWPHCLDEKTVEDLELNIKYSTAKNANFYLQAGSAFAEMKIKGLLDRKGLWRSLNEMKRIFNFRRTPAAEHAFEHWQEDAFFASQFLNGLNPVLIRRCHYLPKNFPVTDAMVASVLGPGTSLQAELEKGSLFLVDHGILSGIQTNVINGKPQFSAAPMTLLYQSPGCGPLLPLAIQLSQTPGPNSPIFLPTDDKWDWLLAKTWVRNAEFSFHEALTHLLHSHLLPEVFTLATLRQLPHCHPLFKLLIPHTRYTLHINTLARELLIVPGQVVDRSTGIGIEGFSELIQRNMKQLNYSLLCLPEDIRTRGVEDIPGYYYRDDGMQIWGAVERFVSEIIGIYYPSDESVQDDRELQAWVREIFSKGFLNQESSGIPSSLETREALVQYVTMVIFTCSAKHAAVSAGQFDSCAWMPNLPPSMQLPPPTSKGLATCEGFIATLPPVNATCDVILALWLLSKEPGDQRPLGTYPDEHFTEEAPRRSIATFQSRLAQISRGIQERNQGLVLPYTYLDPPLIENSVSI
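Purified human 15hLO-2 (50 nM) preincubated 15 min with compound, then 45 uM arachidonic acid for 90 min at RT in 25 mM Hepes pH 7.5, 0.01% Triton X-100. Hydroperoxide detected by Fe-xylenol orange; 573/405 nm absorbance ratio.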
Starred values were filed as active, the others as inactive; ? = inconclusive; · = no result given; [ ] = remark or other dose. Unless noted, the call rests on the fitted dose curve; in most records, active means well fitted curve in the direction sought with a large enough effect; inconclusive means small, poorly fitted or top-dose-only effect, or another doubt; inactive means no such curve, though single readings can be large; an effect the other way counts as inactive or inconclusive. Unless noted, on the % scale 0 is the no-effect control and ±100 the full control effect.

SMILES	PNC assembly inh	12-hLO inh	IMPase cell inh	ALOX15B inhib
O=C(COC(=O)c1ccccc1C(=O)c1ccccc1)Nc1ccc(SC(F)F)cc1	93	-6%	·	·
Cc1ccc(-n2ncc3c(=O)[nH]c(SCC(=O)N4CCCCC4)nc32)cc1	0	0%	-4	0%
Cc1ccnc(NC(=O)/C=C/c2ccccc2Cl)c1	67	0%	·	·
Cc1c(NC(=O)c2c(NC(=O)CNC3CC3)sc3c2CCCC3)c(=O)n(-c2ccccc2)n1C	?	-1%	-9	·
O=C(CCN1C(=O)c2ccccc2C1=O)Nc1ccc(F)cc1F	?	3%	-4	-2%
CCCC(c1nnnn1Cc1ccc(F)cc1)N1CCN(C2CCCCC2)CC1 (stereo unspecified)	9	1%	4	42%[activator]
CS(=O)(=O)Nc1nnc(SCC(=O)N(c2ccccc2)c2ccccc2)s1	-28	0%	-4	·
COc1ccc(/C(C)=N/OC/C(O)=C(\C#N)c2nc3ccccc3[nH]2)cc1	-22	-1%	-1	·
Cc1cccc(OCCSc2cc(C)nc(N)n2)c1	-12	4%	7	27%
COC(=O)C1=C(C)N(CCCC(=O)O)C(=O)NC1c1cc2c(cc1[N+](=O)[O-])OCO2 (stereo unspecified)	35	-10%	·	·
CC(C)c1nnc(NC(=O)CCCCCN2C(=O)C3C4C=CC(C4)C3C2=O)s1 (stereo unspecified)	20	-4%	-6	-2%
CCC(=O)Nc1ccc(OC)cc1OC	?	-5%	9	0%
CC1CCCN(S(=O)(=O)c2ccc(NC(=O)CN3CCN(C)CC3)cc2)C1 (stereo unspecified)	15	0%	12	23%
CN(C(=O)COC(=O)CNC(=O)C12CC3CC(CC(C3)C1)C2)C1CCS(=O)(=O)C1 (stereo unspecified)	-121*	6%	·	·
O=C(CS(=O)(=O)c1cccc(Cl)c1)Nc1ccccc1Cl	-19	1%	4	6%
COc1ccc(-n2cnnc2SCC(=O)N(C)C2CCS(=O)(=O)C2)cc1 (stereo unspecified)	-5	8%	7	3%
COC(=O)[C@@]1(Cc2ccc(OC)cc2)[C@H]2c3cc(C(=O)N4CCCC4)n(CCc4c[nH]c5cc(F)ccc45)c3C[C@H]2CN1C(=O)c1ccccc1	·	-18%	·	-4%
COc1cc2cc(C#N)c(SCC(=O)N3CCOCC3)nc2cc1OC	-100*	-1%	3	·
CCOC(=O)C1CCCN(S(=O)(=O)c2ccc(Br)s2)C1 (stereo unspecified)	?	-13%	8	4%
COCc1cc(/C=N\NC(=O)Cc2ccc(OC)cc2)ccc1OC	?	-1%	·	·
Cc1noc(C)c1COC(=O)c1ccc2c(c1)OCO2	19	-16%	15	1%
CCCCN1C2=NCCCN2c2cc(C)c(C)cc21	-12	-4%	18	11%
Cc1ccc(C)c(-n2cc(-c3ccc(Cl)cc3)nc2SCC(=O)NC2CCS(=O)(=O)C2)c1 (stereo unspecified)	2	-10%	-3	·
CCOC(=O)CC1C(=O)NCCN1C(=O)NC1CCCCC1 (stereo unspecified)	-11	0%	1	1%
Cc1cc(C)c2nc(-c3ccccn3)cc(C(=O)Nc3cc(C)on3)c2c1	-86*	7%	-1	-3%
O=C1NC(=O)c2c(NC(=O)C3CCCO3)cccc21 (stereo unspecified)	-3	-7%	-8	-2%
CCCCNC(=S)NNC(=O)CCn1nc(C)c(Br)c1C	19	-6%	?	-3%
O=C(Nc1ccc(Cl)cn1)C1CCCN1S(=O)(=O)c1ccc(Cl)cc1 (stereo unspecified)	-13	-27%	0	5%
CC(=O)Nc1ccc(S(=O)(=O)NCCc2ccccc2)cc1	11	-2%	4	2%
Cc1cccc(/C=C2\CCC(=C3SCCCS3)C2=O)c1	69	-12%	8	-17%
Cc1ccc(C(=O)NNC(=O)CSc2nnc(-c3ccncc3)n2C)cc1	-3	-6%	-8	-7%
Cn1c(CC(=O)Nc2ccccc2)c(Sc2ccccc2)c2ccccc21	?	0%	·	·
O=C(CSc1nc(-c2ccccc2)c(-c2ccccc2)[nH]1)Nc1nccs1	30	-8%	-4	22%
Cc1cc(N2CCN(C(=O)OC(C)(C)C)CC2)n2ncnc2n1	-88*	-10%	7	-5%
CC(C)CNC(=S)NC1CCCC1	-26	-1%	2	-3%
COc1ccc(CNc2nc(-c3ccccc3OC)nc3ccccc23)c(OC)c1	·	1%	·	14%
CCOC(=O)c1c(NC(=O)C2C3C=CC(CC3)C2C(=O)O)sc(C)c1C (stereo unspecified)	55	-5%	·	·
CC(=O)N1CN(CCCn2ccnc2)Cc2c1sc1c2CCCC1	-5	-5%	2	1%
CCOC(=O)CC1NC(=O)c2ccccc21 (stereo unspecified)	46	10%	1	-3%
O=C(NCc1cccs1)c1cc(C2CC2)on1	16	-4%	?	-3%
CN(C)c1nc(NCc2ccccc2)nc(SCC(=O)Nc2ccccc2)n1	6	-8%	10	14%
COc1ccccc1OCC(=O)Nc1ccccn1	?	-1%	4	-5%
CC(C)C(NC(=O)C(Cc1ccc(O)cc1)NC(=O)C(NC(=O)C(F)(F)F)C(C)C)C(=O)O (stereo unspecified)	·	2%	·	-2%
CCN(CC)S(=O)(=O)c1ccc(O)c(NC(=O)c2ccc(N3CCOCC3)c([N+](=O)[O-])c2)c1	28	0%	·	·
CCCCNS(=O)(=O)c1ccc(NC(=O)C(Sc2ccccc2)c2ccccc2)cc1 (stereo unspecified)	21	-3%	·	·
CCOC(=O)CSc1cc(CSc2ccccc2)nc(-c2ccccc2)n1	3	2%	-8[1.84 µM]	-14%[11.4 µM]
CCOC(=O)C(C)Oc1ccc(C2NC(=O)NC(C)=C2C(=O)Nc2ccccc2C)cc1 (stereo unspecified)	34	-3%	10	-10%
Cc1ccc(C(=O)Nc2cnc3sc(C)nn3c2=O)cc1	6	0%	7	-3%
CCC(COC(=O)Nc1cccc(C)c1)NC(=O)OCC(C)C (stereo unspecified)	?	-2%	5	8%
CCCCn1c(=O)[nH]c(=O)c2c1nc(-c1ccc(C#N)cc1)n2C1CCCC1	-21	-7%	0	-5%

(further entries)
SMILES	PNC assembly inh	12-hLO inh	IMPase cell inh	ALOX15B inhib
CCSc1nc(-c2ccc(OC)cc2)cc(-c2ccccc2)c1C#N	23	-4%	-3	10%
CCN(CC)S(=O)(=O)c1cc(NC(=O)COc2ccc(C#N)cc2OC)ccc1C	39	-1%	·	·
Cc1ccc(C(=O)N/C(=C\c2ccc(F)cc2)C(=O)NCc2ccncc2)cc1	-119*	-2%	-3	·
O=C1[C@H]2[C@H]3[C@H](O)[C@H](O)C/C(=N\OC[C@@H](O)COCc4ccco4)[C@@H]3CC[C@H]2C(=O)N1c1ccc(F)cc1F	33	6%	·	·
COc1ccc(NC(=O)C(c2ccc(C)cc2)N(C)C(=O)c2ccc(=O)[nH]c2)cc1 (stereo unspecified)	26	1%	·	·
O=C(CSc1ccc2c(c1)OCCO2)Nc1ccc(Br)cc1	?	-12%	2	-2%
COC(=O)C1=C(C)OC(N)=C(C#N)C1c1c(C)nn(-c2ccccc2)c1Cl (stereo unspecified)	24	-5%	10	-4%
O=C(Cc1cccs1)Nc1nc2ccccc2s1	18	0%	-19	-6%
Cc1cc(C)c(C(N)=O)c(NC(=O)Nc2ccccc2Cl)n1	-13	6%	-1	-3%
N#Cc1c(-c2cccs2)nc(SCC(=O)c2cccs2)[nH]c1=O	11	-3%	-28	-13%
CC1C/C(=N\Nc2ccc(S(N)(=O)=O)cc2[N+](=O)[O-])CC(C)(C)C1 (stereo unspecified)	-14	-2%	·	·
COc1ccc(OC)c(C(=O)c2ccc(C(=O)Nc3ccc4ccccc4c3)cc2)c1	?	3%	·	·
Oc1ccc(CN2CCN(c3ccccc3)CC2)c2cccnc12	-100*	-7%	7	·
Cc1ccc(S(=O)(=O)c2nc(NCc3ccc4c(c3)OCO4)sc2Cl)cc1	21	-30%	16	?
CC(CCc1ccccc1)NC(=O)COC(=O)C12CC3CC(CC(Br)(C3)C1)C2 (stereo unspecified)	26	-14%	-12	·
Cc1cc([N+](=O)[O-])ccc1NCc1cccc([N+](=O)[O-])c1	?	-2%	3	-15%
COC(=O)c1cn(-c2ccccc2)c(C)c1C(=O)OC	-12	-2%	?	·
CCC(CC)C(=O)NCc1ccc2c(c1)cc(C)n2C	?	-3%	0	-2%
CC(C)N(CC(N)=O)C(=O)Cc1coc2cc3c(cc12)CCC3	?	-1%	-1	·
O=C(c1cc(-c2cccs2)on1)N1CCN(c2ccccc2)CC1	0	-11%	4	2%

Part of the list above, as comma-separated lines:
compound,PNC assembly inh,12-hLO inh,IMPase cell inh,ALOX15B inhib
COc1ccccc1OCC(=O)Nc1ccccn1,?,-1%,4,-5%
Cc1cc(C)c2nc(-c3ccccn3)cc(C(=O)Nc3cc(C)on3)c2c1,-86*,7%,-1,-3%

Additional results:
SMILES	PNC assembly inh	12-hLO inh	IMPase cell inh	ALOX15B inhib
Cc1cc(C(=O)Nc2sc3c(c2C#N)CCC(C(C)(C)C)C3)no1 (stereo unspecified)	?	-1%	-1	-1%
CCNC(=S)N1CCN(c2ncccn2)CC1	-4	-2%	·	·
Cc1ccc(NC(=O)COC(=O)CCc2c[nH]c(=O)[nH]2)cc1	3	-5%	-6	-14%
Cc1ccc(NC2=NC(c3ccc(C)cc3)n3c(nc(C)cc3=O)N2)cc1 (stereo unspecified)	2	-10%	11	18%
O=C(NC1CCS(=O)(=O)C1)/C(=C/c1ccc(Cl)cc1)NC(=O)c1ccccc1 (stereo unspecified)	?	1%	·	·
O=C1[C@@H]2C(c3ccccc3Cl)=NO[C@@H]2C(=O)N1Cc1ccccc1	31	0%	8	-1%
CC1CCCCN1Cc1nc2ccccc2c(=O)[nH]1 (stereo unspecified)	-4	2%	-5	0%
COc1ccc(CCNS(=O)(=O)c2ccc3c(c2)CC(C)N3C(C)=O)cc1OC (stereo unspecified)	-26	3%	4	1%
COC(=O)CNc1nc(-c2ccncc2)nc2ccccc12	7	-2%	-7	4%
O=C(Nn1cnnc1)C1CCCN1S(=O)(=O)c1ccc(F)cc1 (stereo unspecified)	9	-2%	-4	-2%
CC(C)(C)NS(=O)(=O)c1cccc(S(=O)(=O)c2cccc(S(=O)(=O)NC(C)(C)C)c2)c1	3	-18%	5	21%
O=c1c2c(C(F)(F)F)cc(C(F)(F)F)nc2[nH]n1-c1ccccc1	?	-7%	-3	-21%
CCS(=O)(=O)c1ccc2oc(SCC(=O)N3c4ccccc4CC3C)nc2c1 (stereo unspecified)	?	-1%	4	-4%
CCN1CCN(C(=O)C2CCN(Cc3cc(Cl)ccc3O)CC2)CC1	24	-5%	2	9%
FC(F)(F)C1=CC(c2ccccc2)=NCCN1	6	1%	5	3%
Cn1c(=O)n(Cc2ccc(Cl)cc2)c(=O)c2c1nc1n2CCN1Cc1ccco1	-7	-6%	7	-1%
Cn1c(SCc2n[nH]c(=S)o2)nnc1-c1ccccc1	?	1%	·	·
CCOC(=O)c1cccnc1SCC(=O)NCc1ccccc1	0	6%	-1	4%
COCc1[nH]nc2c1C(c1c(F)cccc1Cl)C(C#N)=C(N)O2 (stereo unspecified)	5	-2%	-18	-3%
CCOC(=O)CCSc1nc(C)c2cc(C)ccc2n1	?	-7%	-2	-6%
O=C1CCC(=O)N1c1nc2n(n1)C(c1ccccc1)C=C(c1ccc(Br)cc1)N2 (stereo unspecified)	-28	-12%	-17	-27%
CCOC(=O)c1ccccc1NS(=O)(=O)c1ccccc1	-16	-4%	26	1%

Another view of four compounds above.
Structure | PNC assembly inh | 12-hLO inh | IMPase cell inh | ALOX15B inhib
CC(=O)N1CN(CCCn2ccnc2)Cc2c1sc1c2CCCC1 | -5 | -5% | 2 | 1%
CCOC(=O)CC1NC(=O)c2ccccc21 (stereo unspecified) | 46 | 10% | 1 | -3%
O=C(NCc1cccs1)c1cc(C2CC2)on1 | 16 | -4% | ? | -3%
CN(C)c1nc(NCc2ccccc2)nc(SCC(=O)Nc2ccccc2)n1 | 6 | -8% | 10 | 14%

High-throughput results: PubChem BioAssay, National Center for Advancing Translational Sciences (NCATS)
